TcdB GH inh – TcdB glycohydrolase inhibitors, primary screen, biochemical, single point, plate reader; TcdB glycohydrolase enzymatic assay; inhibition, % at 9.99 µM; 0.24% of 350,000 active; AID 652162, 2013; in the data active means inhibition above about 10%
Numbers without * were called inactive. This is a subset; count on the stated rates, not on these rows.

Start of the listing, in advance (11 entries):
For Cc1ccc(-c2cnc3c(c2)C(=O)N([C@@H](C)CO)C[C@H](C)[C@H](CN(C)C(=O)Cc2ccncc2)O3)cc1 the results were TcdB GH inh -0.2.
C[C@H]1CN([C@@H](C)CO)C(=O)Cc2cc(NS(=O)(=O)c3ccc(F)cc3)ccc2O[C@H]1CN(C)S(=O)(=O)c1cn(C)cn1 was read as TcdB GH inh 3.9.
COc1ccc(S(=O)(=O)N[C@H]2CC[C@@H](CC(=O)N3CCN(c4ccccc4)CC3)O[C@@H]2CO)cc1 was read as TcdB GH inh 0.6.
For CO[C@H]1CN(C)C(=O)c2ccc(NC(=O)c3ccc(F)cc3)cc2OC[C@@H](C)NC[C@H]1C the results were TcdB GH inh 0.2.
CCC(=O)N1CC(=O)N2[C@H](CO)[C@H](c3ccc(C#Cc4cccc(F)c4)cc3)[C@@H]2C1 was read as TcdB GH inh -0.7.
CNC[C@H]1Oc2ccc(NS(=O)(=O)c3cn(C)cn3)cc2CC(=O)N([C@@H](C)CO)C[C@@H]1C was read as TcdB GH inh 0.9.
Cc1ccc(S(=O)(=O)N(C)C[C@H]2OCCCC[C@H](C)Oc3ccc(NC(=O)Nc4ccccc4)cc3C(=O)N([C@@H](C)CO)C[C@@H]2C)cc1 was read as TcdB GH inh 1.4.
CCCNC(=O)N(C)C[C@H]1Oc2ncc(C3=CCCC3)cc2C(=O)N([C@H](C)CO)C[C@H]1C was read as TcdB GH inh 0.2.
For O=C(C[C@H]1C[C@H]2c3cc(NC(=O)C4CCOCC4)ccc3O[C@H]2[C@H](CO)O1)NCc1ccc2c(c1)OCO2 the results were TcdB GH inh 0.0.
`C[C@@H](NC(=O)C[C@@H]1C=C[C@H](NC(=O)Nc2ccc3c(c2)OCO3)[C@@H](CO)O1)c1ccccc1` gave TcdB GH inh -1.0.
For COc1ccc(NC(=O)Nc2cccc3c2O[C@@H](CN(C)C(=O)NC(C)C)[C@H](C)CN([C@H](C)CO)C3=O)cc1 the results were TcdB GH inh -0.5.

Results, repeating the preview:
For Cc1ccc(-c2cnc3c(c2)C(=O)N([C@@H](C)CO)C[C@H](C)[C@H](CN(C)C(=O)Cc2ccncc2)O3)cc1 the results were TcdB GH inh -0.2.
C[C@H]1CN([C@@H](C)CO)C(=O)Cc2cc(NS(=O)(=O)c3ccc(F)cc3)ccc2O[C@H]1CN(C)S(=O)(=O)c1cn(C)cn1 was read as TcdB GH inh 3.9.
COc1ccc(S(=O)(=O)N[C@H]2CC[C@@H](CC(=O)N3CCN(c4ccccc4)CC3)O[C@@H]2CO)cc1 was read as TcdB GH inh 0.6.
For CO[C@H]1CN(C)C(=O)c2ccc(NC(=O)c3ccc(F)cc3)cc2OC[C@@H](C)NC[C@H]1C the results were TcdB GH inh 0.2.
CCC(=O)N1CC(=O)N2[C@H](CO)[C@H](c3ccc(C#Cc4cccc(F)c4)cc3)[C@@H]2C1 was read as TcdB GH inh -0.7.
CNC[C@H]1Oc2ccc(NS(=O)(=O)c3cn(C)cn3)cc2CC(=O)N([C@@H](C)CO)C[C@@H]1C was read as TcdB GH inh 0.9.
Cc1ccc(S(=O)(=O)N(C)C[C@H]2OCCCC[C@H](C)Oc3ccc(NC(=O)Nc4ccccc4)cc3C(=O)N([C@@H](C)CO)C[C@@H]2C)cc1 was read as TcdB GH inh 1.4.
CCCNC(=O)N(C)C[C@H]1Oc2ncc(C3=CCCC3)cc2C(=O)N([C@H](C)CO)C[C@H]1C was read as TcdB GH inh 0.2.
For O=C(C[C@H]1C[C@H]2c3cc(NC(=O)C4CCOCC4)ccc3O[C@H]2[C@H](CO)O1)NCc1ccc2c(c1)OCO2 the results were TcdB GH inh 0.0.
`C[C@@H](NC(=O)C[C@@H]1C=C[C@H](NC(=O)Nc2ccc3c(c2)OCO3)[C@@H](CO)O1)c1ccccc1` gave TcdB GH inh -1.0.
For COc1ccc(NC(=O)Nc2cccc3c2O[C@@H](CN(C)C(=O)NC(C)C)[C@H](C)CN([C@H](C)CO)C3=O)cc1 the results were TcdB GH inh -0.5.
Screening CN1c2ccc(Br)cc2[C@H]2[C@H](CCN2C(=O)C2CCCC2)[C@H]1CO returned TcdB GH inh 0.1.
For N#C[C@@H]1[C@H](c2ccc(-c3ccccc3F)cc2)[C@H](CO)N1C(=O)C1CCOCC1 the results were TcdB GH inh -1.0.
For Cc1ccc(-c2cnc3c(c2)C(=O)N([C@H](C)CO)C[C@@H](C)[C@@H](CN(C)C(=O)c2ccncc2)O3)cc1 the results were TcdB GH inh 1.5.
For COCC#Cc1ccc2c(c1)O[C@@H](CN(C)C(=O)CC1CC1)[C@@H](C)CN([C@H](C)CO)S2(=O)=O the results were TcdB GH inh 9.2.
`COc1ccc(S(=O)(=O)N2C[C@@H](O)COC[C@@H]3O[C@H](CC(=O)N[C@@H]4CCN(Cc5ccccc5)C4)CC[C@H]32)cc1` gave TcdB GH inh -0.4.
C[C@H](CO)N1C[C@H](C)[C@H](CN(C)C(=O)NC2CCCCC2)OCCCC[C@H](C)Oc2ccc(NS(=O)(=O)c3ccc(Cl)cc3)cc2C1=O was read as TcdB GH inh 0.2.
`O=C(c1ccc2c(c1)OCO2)N1C[C@@H]2[C@H](c3ccccc31)[C@@H](CO)N2C(=O)CC1CC1` gave TcdB GH inh -0.1.
`COc1ccccc1C#Cc1ccc([C@H]2[C@H]3CN(CCC(F)(F)F)CCCCN3[C@H]2CO)cc1` gave TcdB GH inh 1.9.
Screening C[C@@H]1CN([C@H](C)CO)S(=O)(=O)c2ccc(C#Cc3ccncc3)cc2O[C@H]1CN(C)C(=O)Nc1ccc2c(c1)OCO2 returned TcdB GH inh -0.2.
For C[C@H](CO)N1C[C@H](C)[C@H](CN(C)Cc2ccc(C(F)(F)F)cc2)Oc2ccc(NC(=O)Nc3ccc(C(F)(F)F)cc3)cc2CC1=O the results were TcdB GH inh -0.9.
For C[C@H]1CN([C@@H](C)CO)C(=O)c2cccc(NS(=O)(=O)c3ccccc3)c2O[C@@H]1CN(C)Cc1ccncc1 the results were TcdB GH inh 0.2.
C[C@@H]1CN([C@H](C)CO)C(=O)c2c(c3ccccc3n2C)-c2ccccc2CO[C@@H]1CN(C)S(=O)(=O)c1ccc(C(F)(F)F)cc1 was read as TcdB GH inh 0.9.
`Cc1ccc(S(=O)(=O)NCC[C@H]2CC[C@@H](NC(=O)c3cccc(F)c3)[C@@H](CO)O2)cc1` gave TcdB GH inh 0.1.
`CCCNC(=O)[C@@H]1[C@@H](CO)[C@@H]2Cn3c(ccc(-c4cccc(F)c4)c3=O)[C@H]1N2CCC` gave TcdB GH inh 1.3.
Screening O=C(NCCCN1CCOCC1)[C@H]1[C@H](CO)[C@H]2Cn3c(cccc3=O)[C@@H]1N2C(=O)C1CCCC1 returned TcdB GH inh 0.2.
For CO[C@H]1CN(C)C(=O)c2ccc(NC(=O)c3cnccn3)cc2OC[C@H](C)N(C(=O)C2CC2)C[C@@H]1C the results were TcdB GH inh 0.1.
Screening COc1ccc(S(=O)(=O)Nc2ccc3c(c2)C(=O)N([C@H](C)CO)C[C@@H](C)[C@@H](CN(C)Cc2ccc(C(=O)O)cc2)O3)cc1 returned TcdB GH inh -1.5.
For Cc1ccc(S(=O)(=O)Nc2ccc3c(c2)C(=O)N([C@H](C)CO)C[C@H](C)[C@H](CN(C)Cc2ccc4c(c2)OCO4)OCCCC[C@H](C)O3)cc1 the results were TcdB GH inh 1.8.
For COc1cccc(S(=O)(=O)N2CCCCN3[C@@H](CO)[C@H](c4ccc(-c5cccnc5)cc4)[C@@H]3C2)c1 the results were TcdB GH inh -0.6.
Screening C[C@H]1CN([C@@H](C)CO)C(=O)c2cc(NS(C)(=O)=O)ccc2O[C@H]1CN(C)S(=O)(=O)c1cn(C)cn1 returned TcdB GH inh 0.2.
For Cc1cccc(S(=O)(=O)N2C[C@@H](O)COC[C@@H]3O[C@H](CC(=O)N4CCN(C)CC4)CC[C@H]32)c1 the results were TcdB GH inh 0.8.
`C[C@@H]1CN([C@@H](C)CO)C(=O)Cc2cc(NC(=O)C3CCCCC3)ccc2O[C@@H]1CN(C)C(=O)Nc1ccc(F)cc1` gave TcdB GH inh 0.0.
O=C(CN1CCOCC1)NCC[C@H]1CC[C@H](NS(=O)(=O)c2ccc(Cl)cc2)[C@H](CO)O1 was read as TcdB GH inh 1.7.
For CCC(=O)Nc1ccc2c(c1)OC[C@H](C)N(CC1CCOCC1)C[C@H](C)[C@H](OC)CN(C)C2=O the results were TcdB GH inh -1.0.
`O=C(CC(F)(F)F)N1C[C@H]2[C@@H](c3ccccc31)[C@@H](CO)N2CC1CCCCC1` gave TcdB GH inh -3.1.
`O=C(C[C@@H]1C[C@H]2c3cc(NC(=O)Nc4ccc(C(F)(F)F)cc4)ccc3O[C@H]2[C@H](CO)O1)NCc1cccnc1` gave TcdB GH inh -1.0.
`CNC[C@H]1Oc2c(NC(=O)Nc3c(C)noc3C)cccc2C(=O)N([C@@H](C)CO)C[C@@H]1C` gave TcdB GH inh 0.0.
For CN1[C@@H]2c3ccc(/C=C/c4ccccc4)c(=O)n3C[C@H]1[C@H](CO)[C@H]2C(=O)NC1Cc2ccccc2C1 the results were TcdB GH inh -2.4.
For CO[C@H]1CN(C)C(=O)c2ccc(NC(C)=O)cc2OC[C@@H](C)N(C(=O)c2ccc(F)cc2)C[C@@H]1C the results were TcdB GH inh -0.4.
`COCC#Cc1ccc2c(c1)O[C@H](CN(C)Cc1cccnc1)[C@H](C)CN([C@H](C)CO)S2(=O)=O` gave TcdB GH inh 0.5.
For CC(C)NC(=O)Nc1cccc2c1O[C@H](CN(C)C(=O)Nc1ccc(C(F)(F)F)cc1)[C@H](C)CN([C@H](C)CO)C2=O the results were TcdB GH inh 3.1.
O=C(NCC[C@H]1CC[C@H](NC(=O)c2cccnc2)[C@@H](CO)O1)Nc1ccc(C(F)(F)F)cc1 was read as TcdB GH inh -0.4.
O=C(C[C@H]1CC[C@@H]2NC[C@H](O)COC[C@H]2O1)NCCN1CCCCC1 was read as TcdB GH inh -6.1.
CCC(=O)Nc1ccc2c(c1)C(=O)N(C)[C@H]1CC[C@@H](CC(=O)O)O[C@H]1CO2 was read as TcdB GH inh 0.1.
For COCCNC(=O)C[C@@H]1CC[C@@H](NC(=O)NC2CCCCC2)[C@@H](CO)O1 the results were TcdB GH inh 0.8.
`CCN1[C@@H]2c3ccc(-c4ccccc4OC)c(=O)n3C[C@H]1[C@H](CO)[C@H]2C(=O)N1CCOCC1` gave TcdB GH inh -0.3.
COc1ccccc1C#Cc1ccc2c(c1)O[C@H](CN(C)C)[C@H](C)CN([C@@H](C)CO)S2(=O)=O was read as TcdB GH inh 1.0.
Screening C[C@H](CO)N1C[C@H](C)[C@H](CN(C)S(=O)(=O)c2cccs2)Oc2ccc(NC(=O)CCC(F)(F)F)cc2C1=O returned TcdB GH inh -0.6.
`C[C@H](CO)N1C[C@H](C)[C@H](CN(C)S(=O)(=O)c2ccc(F)cc2)OCCCC[C@H](C)Oc2ccc(NC(=O)CCC(F)(F)F)cc2C1=O` gave TcdB GH inh -14.
For CC(C)NC(=O)Nc1ccc2c(c1)C(=O)N([C@H](C)CO)C[C@@H](C)[C@H](CN(C)S(=O)(=O)c1ccc(F)cc1)O2 the results were TcdB GH inh 0.8.
For CO[C@H]1CN(C)C(=O)c2ccc(NS(=O)(=O)c3ccccc3)cc2OC[C@H](C)N(Cc2nccs2)C[C@@H]1C the results were TcdB GH inh 0.4.
For COc1ccc(NC(=O)N(C)C[C@@H]2Oc3ccc(NS(=O)(=O)c4ccc(F)cc4)cc3CC(=O)N([C@@H](C)CO)C[C@H]2C)cc1 the results were TcdB GH inh -1.1.
COc1ccc(CN(C)C[C@H]2Oc3ccc(NC(=O)NC(C)C)cc3C(=O)N([C@@H](C)CO)C[C@H]2C)cc1 was read as TcdB GH inh -0.1.
For CC(C)C#Cc1cnc2c(c1)C(=O)N([C@@H](C)CO)C[C@H](C)[C@@H](CN(C)C(=O)Cc1ccncc1)O2 the results were TcdB GH inh 1.0.
`CC(C)NC(=O)Nc1ccc2c(c1)C(=O)N([C@H](C)CO)C[C@@H](C)[C@@H](CN(C)C(=O)c1ccccc1)OCCCC[C@H](C)O2` gave TcdB GH inh -0.1.
Screening CO[C@@H]1CN(C)C(=O)c2cc(NC(=O)Nc3cccc(F)c3)ccc2OC[C@@H](C)N(C)C[C@@H]1C returned TcdB GH inh -1.5.
For C[C@@H]1CCCCO[C@H](CN(C)S(=O)(=O)c2cccs2)[C@H](C)CN([C@H](C)CO)C(=O)c2cc(NC(=O)Nc3ccccc3)ccc2O1 the results were TcdB GH inh 0.8.
Screening Cc1noc(C)c1NC(=O)Nc1ccc2c(c1)C(=O)N([C@@H](C)CO)C[C@@H](C)[C@H](CN(C)S(=O)(=O)c1ccccc1)OCCCC[C@H](C)O2 returned TcdB GH inh 1.6.
`C[C@H]1CN([C@@H](C)CO)C(=O)c2cc(-c3cncnc3)cnc2O[C@H]1CN(C)C(=O)Cc1ccccc1` gave TcdB GH inh -11.
For C[C@@H]1CN([C@@H](C)CO)C(=O)c2cccc(NC(=O)c3ccc(-c4nccs4)cc3)c2O[C@H]1CN(C)C(=O)NC1CCCCC1 the results were TcdB GH inh 1.5.
`C[C@@H]1CCCCO[C@@H](CN(C)C(=O)Nc2cccc3ccccc23)[C@@H](C)CN([C@@H](C)CO)C(=O)c2cc(NC(=O)C3CCCCC3)ccc2O1` gave TcdB GH inh -0.5.
`O=C(C1CCC1)N1CC2(C1)[C@H](c1ccccc1)[C@@H](CO)N2CC1CCCC1` gave TcdB GH inh 1.2.
For Cc1noc(C)c1S(=O)(=O)Nc1cccc2c1O[C@H](CN(C)Cc1ccc3c(c1)OCO3)[C@H](C)CN([C@@H](C)CO)C2=O the results were TcdB GH inh -2.0.
Screening Cc1ccccc1S(=O)(=O)N1CC[C@@H]2[C@H]1c1cc(-c3ccc(C#N)cc3)ccc1N(C)[C@H]2CO returned TcdB GH inh 0.0.
C[C@@H]1CN([C@@H](C)CO)S(=O)(=O)c2ccc(C#Cc3ccccc3F)cc2O[C@H]1CN(C)C(=O)Cc1cccnc1 was read as TcdB GH inh 0.6.
`CCCNC(=O)C[C@H]1CC[C@H]2[C@H](COc3ccc(NC(=O)c4ccc(Cl)cc4)cc3C(=O)N2C)O1` gave TcdB GH inh 0.6.
For CCNC(=O)[C@H]1[C@H](CO)[C@H]2Cn3c(ccc(-c4ccncc4)c3=O)[C@@H]1N2Cc1ccccc1 the results were TcdB GH inh -0.6.
`CN(C)CC#Cc1ccc([C@@H]2[C@@H](CO)N3CCCCN(C(=O)Cc4ccccn4)C[C@H]23)cc1` gave TcdB GH inh -0.8.
